EWS-Fli block: blocks EWS/Fli oncoprotein-driven transcription. A673 NR0B1-luciferase reporter, viability-normalised. inhibition, % at 12.6 µM. actives 0.67% (n = 350,000). AID 651661;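 active = mean inhibition of at least 50% after viability correction, with every replicate also passing that limit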;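 note: firefly luciferase signal divided by Alamar Blue viability fluorescence both relative to DMSO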
PAX8 reporter: lowers PAX8-driven luciferase in RMG-I cells. RMG-I TPO-luciferase reporter, SteadyGlo, 24 h. inhibition, % at 12.6 µM. actives 1.2% (n = 360,000). AID 652154;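 active = mean replicate inhibition at least 60% with every replicate also reaching 60%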;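 note: luciferase light reporting Pax8 driven TPO promoter activity; plate controls were median of neutral control wells for no effect and mitoxantrone controls for full effect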
Cneo AK release: causes C. neoformans cell lysis; adenylate kinase release luminescence, 4 h; normalised: neutral wells 0, clomiphene wells 100; lysis activity, % at 15 µM; actives 0.2% (n = 360,000); AID 651654;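 active = mean lysis activity across replicates of at least 80%, whatever share of replicates individually reach that level; inactive = mean lysis activity below 80%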
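Material: C. neoformans cells | Amount: Yeast cell density of 5 × 10^6 cells/mL | Medium: Fresh YPD growth medium | Dosing: Single dose | Times: Static 4 h at 37 °C with compound, 1 h detection | Detection: AK luminescence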
PGC1a acetyl inh: lowers PGC1a acetylation signal in U2OS cells. AlphaScreen anti-acetyl-lysine; with virally co-expressed GCN5 acetyltransferase. inhibition, % at 15.6 µM. actives 0.17% (n = 350,000). AID 651687;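 active = every replicate shows inhibition of at least 40%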;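 note: 0% = neutral control wells and 100% = positive control wells; some results beyond the cut were filed as inactive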
Casp6 inh: blocks human caspase-6 cleavage activity; P55212; purified caspase-6, Z-VEID-R110 cleavage fluorescence; inhibition, % at 12.5 µM; actives 0.53% (n = 350,000); AID 686996;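 active = mean inhibition across replicates at least about 35%, with every replicate also reaching that limit, limit read from the data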;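 note: 0% = median of neutral control wells and 100% = no fluorescence left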
Target sequence (P55212 24-179 limits assumed): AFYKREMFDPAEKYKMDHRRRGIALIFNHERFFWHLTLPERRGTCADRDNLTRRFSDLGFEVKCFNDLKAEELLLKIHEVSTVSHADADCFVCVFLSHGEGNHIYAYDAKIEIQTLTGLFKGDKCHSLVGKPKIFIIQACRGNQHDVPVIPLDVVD
Target sequence (P55212 194-293 limits assumed): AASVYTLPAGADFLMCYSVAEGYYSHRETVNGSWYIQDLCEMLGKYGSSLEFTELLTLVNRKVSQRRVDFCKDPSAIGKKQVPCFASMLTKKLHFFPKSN
FN deposit inh: fibronectin deposition inhibition; actives 0.086% (n = 350,000); AH1F fibroblasts, Alexa488-fibronectin deposition fluorescence, overnight; inhibition, % at 12.6 µM;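 active = mean inhibition across replicates of 30% or more, regardless of how many single replicates reach that level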;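 note: positive control wells lacked labelled fibronectin entirely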
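Assay system: AH1F fibroblasts / Quantity: 10000 cells per well / Medium: DMEM plus 2% serum, read in PBS / Reagent: labelled fibronectin 24 nM / Dosing: single dose, pinned / Times: 1 h cell attachment, overnight exposure to compound and label / Signal: fluorescence, ex 485 nm, em 525 nm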
miR122 inh: inhibitors of miR-122 in Huh7 cells. Huh7 miR-122 Renilla luciferase sensor, 48 h; neutral wells = 0, positive control = 100. activation (reporter increase), % at 12.5 µM. actives 0.3% (n = 340,000). AID 602342;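 active = mean replicate activation score at least 90 and every replicate individually at or above 90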;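 note: higher luciferase means less miR-122 activity so hits act as miR-122 inhibitors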
LGR2 inh: Drosophila LGR2 receptor signaling inhibition. HEK293 LGR2, CRE-luciferase, bursicon-stimulated, 4 h. inhibition, % at 9.99 µM. actives 0.35% (n = 380,000). AID 720647;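 active = drop in luminescence signal, shown as inhibition above about 50% in the replicate tests, limit read from the data, passing the limit was not always enough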;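 note: agonist challenge used bursicon conditioned medium at about half maximal strength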
* hit, by the source's call; / = no result given; & = joins results of further samples; [ ] = remark or other dose.

SMILES	EWS-Fli block	PAX8 reporter	Cneo AK release	PGC1a acetyl inh	Casp6 inh	FN deposit inh	miR122 inh	LGR2 inh
CCOc1ccc(C(=O)Nc2ccc(C(F)(F)F)n(C)c2=O)cc1	9	-3	-2	-6	0	4	-6	-4
O=C(C1CCOCC1)N1CC(=O)N2[C@H](CO)[C@H](c3ccc(Br)cc3)[C@@H]2C1	-1	-17	/	-1	1	/	/	-5
CCCCN(C)c1c(C)nc2ccc(C(=O)Nc3cc(-c4ccccc4)ccc3OC)cn12	5	27	6	4	/	10	-6	7
COc1ccc(CCNC(=O)c2nnn(CC(=O)Nc3ccc(C)cc3C)c2N)cc1OC	5	5	1	-4	6	2	-3	-13
O=C(CN1CCCSc2ccccc21)N1CCN(S(=O)(=O)c2ccccc2)CC1	13	19	2	/	4	-3	-9	-12
O=C(C1CCN(S(=O)(=O)c2ccccc2)CC1)N1CCOCC1	8	/	0	18	-2	/	-3	-5
Cc1c(Cl)cccc1NC(=O)C1NC(=O)CC1c1ccccc1 (configuration not stated)	-6	-2	1	2	-2	0	-4	4
C[C@@H]1CCCCO[C@H](CN(C)C(=O)c2ccccc2)[C@@H](C)CN([C@H](C)CO)C(=O)c2cc(NC(=O)c3ccncc3)ccc2O1	16&-6	3&-18&6	-1&-3&-3	4&11&16	2&3&4	-1	4	-2&4
Cc1cc(C(=O)NNC(=S)Nc2ccccc2C)cs1	/	-102	-3	-5	/	3	0	-63
CCOC(=O)N1CCC(NC(=O)c2cc(-c3ccc(OC)cc3)nc3ccccc23)CC1	/	-15	-2	-5	4	-9	8	-24
CN1CCCC(OC(=O)c2ccc(C#N)cc2)C1 (configuration not stated)	4	11	4	6	-1	5	-4	2
Cn1c(=O)c2ncn(CC(=O)N/N=C/C=C/c3ccccc3)c2n(C)c1=O	-2	-19	/	-5	2	3	/	6
Cc1ccc(C)c(S(=O)(=O)Nc2nc(C)c(C(=O)Nc3ccccc3)s2)c1	5	0	-4	/	2	-6	16	0
Cc1cc(C(=O)COC(=O)CNC(=O)c2ccc(F)cc2)c(C)n1Cc1ccco1	-8	28	/	/	-2	-4	/	/
CN(C)CC(=O)Nc1ccc2c(c1)[C@H]1C[C@H](CC(=O)NCCc3ccccc3)O[C@H](CO)[C@H]1O2	-10	-5	-2	-6	-2	/	0[16.7 µM]	-16
Cc1cc(C)nc(SCc2nnc(SCC(=O)N3CCCc4ccccc43)n2C)n1	10	/	0	-7	-1	/	1	14
C[C@@H]1CN([C@H](C)CO)C(=O)Cc2cc(NS(=O)(=O)c3cccs3)ccc2O[C@H]1CN(C)C(=O)Nc1cccc2ccccc12	-4	15	0	-7	/	/	0[16.7 µM]	2
Cc1ccc(S(=O)(=O)N(Cc2n[nH]c(=S)n2-c2ccccc2)c2cccc(Cl)c2)cc1	0	5	/	4	4	-2	/	5
O=C(Cn1nnc2ccccc2c1=O)N[C@H](C(=O)O)c1ccccc1	-3	10	/	-1	0	5	-5	18
O=C1CC(c2ccco2)CC(O)=C1C=Nc1cc(Cl)ccc1O (configuration not stated)	/	3	3	-1	/	15	-31	/
Cc1cccc([N+](=O)[O-])c1NC(=O)COC(=O)c1nc2nccc(C)n2n1	1	10	1	/	-4	0	/	-14
CCN(CC)CCN1C(=O)C(=O)/C(=C(/O)c2ccc(OC(C)C)cc2)C1c1ccncc1 (configuration not stated)	/	/	3	8	/	/	-5	22
CC1=C(C(=O)NC2CC(C)(C)Cc3c2cnn3-c2ccc(C)cc2)OCCO1 (configuration not stated)	-1	-9	-1	0	-2	/	-3	-6
CCOc1ccccc1C(=O)Nc1cnn(Cc2ccc(F)cc2)c1	/	/	6	11	/	/	-1	4
Cc1nn(CCC(=O)NNC(=S)NCC(C)C)c(C)c1Br	12	/	1	-5	0	/	/	-1

Other compounds follow:
SMILES	EWS-Fli block	PAX8 reporter	Cneo AK release	PGC1a acetyl inh	Casp6 inh	FN deposit inh	miR122 inh	LGR2 inh
C[C@@H]1CN([C@@H](C)CO)C(=O)c2cc(NS(=O)(=O)c3cccs3)ccc2O[C@@H]1CN(C)C(=O)NC1CCCCC1	0	/	6	5	-3	-16	-1[16.7 µM]	-6
O=C(COC(=O)C1CC2CCCC(C1)C2=O)Nc1ccc(Cl)cn1 (configuration not stated)	1	-3	0	3	6	2	0	11
CSc1nc2n(n1)C(c1ccccn1)C1=C(CC(C)(C)CC1=O)N2 (configuration not stated)	/	/	-1	5	/	/	-2	17
Cc1ccc(C(=O)NC(=S)Nc2ccc(NC(=O)c3cccc(Cl)c3)cc2)cc1	-6	0	0	11	-1	9	-1	-7
C[C@H](CO)N1C[C@H](C)[C@H](CN(C)Cc2ccc(Cl)c(Cl)c2)Oc2ccc(NC(=O)CCCCCC(=O)Nc3ccccc3N)cc2C1=O	46	/	0	-1	1	/	0[16.7 µM]	17
CN(C)CC(O)COC(c1ccc(Cl)cc1)c1ccc(Cl)cc1 (configuration not stated)	10	23	4	-31	-2	20	-1	2
COCC(=O)N1C[C@@H](C)[C@@H](OC)CN(C)C(=O)c2cc(NC(=O)c3cc(C)on3)ccc2OC[C@H]1C	-4	-5	-4	-1	3	-2	/	-7
CC(C)(C)c1ccc(C2(C)NC(=O)N(CC(=O)NC3CCS(=O)(=O)C3)C2=O)cc1 (configuration not stated)	-6	-12	6	-7	1	-2	4	0
CS(=O)(=O)N1Cc2ccccc2CC1C(=O)OCC(=O)NCc1ccccc1 (configuration not stated)	-5	/	0	-1	2	-3	-8	-9
Cc1noc(C)c1NC(=O)N(C)C[C@H]1Oc2ccc(NC(=O)Nc3ccc(C(F)(F)F)cc3)cc2C(=O)N([C@H](C)CO)C[C@@H]1C	9&3	-15&2	2	7	-1&0	-13&-6	-2	17&5
CCCCNC(=O)c1onc(CSc2ccc(Cl)cc2)c1C(=O)NCCCC	14	-5	-5	/	-4	-12	/	-8
Oc1ccccc1C=NC1=NN(c2cccc(C(F)(F)F)c2)CC1	/	12	/	-3	0	5	-10	1
COC(=O)C1CCN(S(=O)(=O)c2ccc(Br)s2)CC1	-14	-20	-1	-5	11	-8	-4	/
N#CC1=C(N)Oc2ccc3ccc(O)cc3c2C1c1ccsc1 (configuration not stated)	13	18	/	/	26	-5	/	/
CCOc1cc(/C=C2\C(=N)N3N=C(S(=O)(=O)CC)SC3=NC2=O)ccc1OC(=O)c1ccco1	4	-10	-1	-6	11	-10	-1	-10
COc1ccc2[nH]c3c(NCCC4=CCCCC4)ncnc3c2c1	-40	-29	/	16	0	11	/	14
O=C(Cc1ccccc1)N/N=C/c1cc(Br)cc(Cl)c1O	15	46	/	18	-3	8	/	11
O=C(CCC1CCN(C(=O)c2cc(C(F)(F)F)ccc2Cl)CC1)NC1CC1	1	-2	11	/	-1	-6	/	-8
C/C(=N\NC(=O)CCC(=O)N/N=C(\C)c1ccc(C)o1)c1ccc(C)o1	3	24	2	6	0	5	-4	-46
Cc1csc(SCC(=O)NC2CCCC2)n1	-10	-16	1	1	3	7	-1	15
O=C(C[C@@H]1CC[C@H](NC(=O)CCN2CCCCC2)[C@H](CO)O1)Nc1ccc(-c2ccccc2)cc1	0	-7	6	-2	-2	4	/	10
O=C(NCCc1ccccc1)c1ccc(CS(=O)Cc2ccc(Cl)cc2)o1 (configuration not stated)	/	-2	-1	-4	4	-2	1	4
CO[C@@H]1CN(C)C(=O)c2cc(NC(=O)c3nc4ccccc4s3)ccc2OC[C@H](C)N(Cc2cccnc2)C[C@@H]1C	-5	45	3	12	-1	18	/	5
CC(=O)N1c2ccc(S(=O)(=O)N3CCCC3)cc2CC1C(=O)NCc1ccccc1F (configuration not stated)	/	-3	-4	-21	-1	2	-9	-12
COC(=O)C1=C(O)/C(=C\c2ccc(OCC(=O)Nc3ccccc3OC)cc2)N=C1C	-5	-6	-1	13	0	6	-4	13

Ordered by the number under miR122 inh (lowest first): 3 from the list above
mol	miR122 inh
CS(=O)(=O)N1Cc2ccccc2CC1C(=O)OCC(=O)NCc1ccccc1 (configuration not stated)	-8
C/C(=N\NC(=O)CCC(=O)N/N=C(\C)c1ccc(C)o1)c1ccc(C)o1	-4
CC(C)(C)c1ccc(C2(C)NC(=O)N(CC(=O)NC3CCS(=O)(=O)C3)C2=O)cc1 (configuration not stated)	4

(continued)
SMILES	EWS-Fli block	PAX8 reporter	Cneo AK release	PGC1a acetyl inh	Casp6 inh	FN deposit inh	miR122 inh	LGR2 inh
COC(=O)Cn1c(=O)cnc2ccccc21	/	/	-1	-8	0	/	/	0
C[C@@H]1CN([C@@H](C)CO)C(=O)c2cc(NS(=O)(=O)c3ccccc3)ccc2O[C@@H](C)CCCCO[C@@H]1CN(C)S(=O)(=O)c1ccccc1	10	11	0	3	-2	-4	6[16.7 µM]	-2
O=C(COc1ccc(Br)cc1)NCCCn1ccnc1	/	-16	0	3	-17	-2	-1	-3
CN1/C(=C\C(=O)CSc2nnc(NCc3ccccc3)s2)C(C)(C)c2ccccc21	/	18	7	/	/	-2	-8	6
C1CN(CC2COC(CN3CCOCC3)CO2)CCO1 (configuration not stated)	4	12	1	-17	-17	-4	/	4
O=C1C(Cl)=C(N2CCOCC2)C(=O)N1c1ccc(Br)cc1	10	-11	-1	14	10	-7	5	-11
CO[C@H]1CN(C)C(=O)c2ccc(NC(C)=O)cc2OC[C@@H](C)N(C(=O)CN2CCOCC2)C[C@H]1C	-1	/	/	11	/	-21	-5[16.7 µM]	7
COc1ccc(CN2CC(=O)N(c3cccc(Cl)c3)C2=S)cc1OC	12	-6	-1	-6	-2	5	/	-2
CC1(C(=O)NS(=O)(=O)c2ccccc2)CCN1C(=O)c1ccc(C2CCCCC2)cc1 (configuration not stated)	9	5	5	-3	3	-11	0	5

Structures above containing an aryl thioether with sulfur outside any ring, in the order listed:
SMILES	EWS-Fli block	PAX8 reporter	Cneo AK release	PGC1a acetyl inh	Casp6 inh	FN deposit inh	miR122 inh	LGR2 inh
Cc1cc(C)nc(SCc2nnc(SCC(=O)N3CCCc4ccccc43)n2C)n1	10	/	0	-7	-1	/	1	14
CSc1nc2n(n1)C(c1ccccn1)C1=C(CC(C)(C)CC1=O)N2 (configuration not stated)	/	/	-1	5	/	/	-2	17
CCCCNC(=O)c1onc(CSc2ccc(Cl)cc2)c1C(=O)NCCCC	14	-5	-5	/	-4	-12	/	-8
Cc1csc(SCC(=O)NC2CCCC2)n1	-10	-16	1	1	3	7	-1	15
CN1/C(=C\C(=O)CSc2nnc(NCc3ccccc3)s2)C(C)(C)c2ccccc21	/	18	7	/	/	-2	-8	6

High-throughput results as filed in PubChem.
